Chronic BCR inh: blocks chronic active B-cell receptor signaling | hit rate 0.05% among 340,000 | Potency, µM (doses to about 46.1 µM), without a hit: at the top dose ratio change, negative = lower green/red ratio, usual class: inhibitors | ABC-DLBCL IkBa-CBG/CBR reporter, luminescence ratio, 4 h | AID 493014; active = well fitted inhibition curve with a large enough effect in the signal ratio, with a control signal flat, not every such curve was filed as active; inconclusive = small, poorly fitted or top-dose-only effect, or effect the other way, or a change in a side signal; the % refers to the signal ratio;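 note: potency is the fitted concentration of half-maximal effect; plate controls were basal doxycycline-induced cells for no effect and cells given 10 µM MG132 for full effect; MG132 reads +100%, hits lower the ratio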
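Cell line TMD8 (human ABC DLBCL), stably expressing tet-inducible CBG68-IkBa fusion and CBR; IMDM/0.5% FBS; cpd up to 46 uM; dox induction, 4 h, 37C/5% CO2; dual luminescence; green/red ratio; MG132 control.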
S-ASM inh: inhibitors of human secretory acid sphingomyelinase; P17405; placental ASM, HMU-PC fluorogenic substrate, 60 min; Potency, µM (doses to about 57.5 µM), inactives show at the top dose activity change, negative = inhibition, actives largely listed as inhibitors; hit rate 0.006% among 340,000; AID 504937; note: potency is the fitted concentration of half-maximal effect
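Human placenta-derived ASM preincubated with compound 10 min at room temperature, then reacted with 9 uM (final) fluorogenic HMU-PC substrate for 60 min at 37 C. Stop solution raises pH to 10; fluorescence read at Ex 386/Em 447 nm.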
Menin-MLL TR inh: displaces Texas Red mutant MLL peptide from human menin. O00255. Potency, µM (titrated, usually from 61.6 µM), for inactives: at the top dose FP activity change, negative = inhibition, hits mostly inhibitors. Menin + Texas Red MLL mutant peptide, fluorescence polarization. hit rate 0.23% among 270,000; active = well fitted inhibition curve with a large enough effect in the polarisation, with a control signal flat, not every such curve was filed as active; inconclusive = small, poorly fitted or top-dose-only effect, or effect the other way, or a change in a side signal; inactive = no such curve, though single readings can be large or run the other way; the % refers to the polarisation; note: potency is the fitted concentration of half-maximal effect; % of control where 0% means no effect; many of its hits are not listed in these tables
TSG101-PTAP inh: blocks PTAP/TSG101 interaction to inhibit HIV-1 budding; Q99816; Fluorescence polarization, FITC-PTAP peptide / Tsg101 binding; Potency, µM (highest dose often 115 µM), for the others: at the highest dose activity change, negative = inhibition, usual class: inhibitors; 340,000 tested, under 10 active; active = well fitted inhibition curve with a large enough effect in the main read-out, with a control signal flat, not every such curve was filed as active; inconclusive = small, poorly fitted or top-dose-only effect, or effect the other way, or a change in a side signal; inactive = no such curve, though single readings can be large or run the other way; note: potency is the fitted concentration of half-maximal effect; % of control where 0% means no effect
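Fluorescence anisotropy tracks displacement of a FITC-tagged PTAP peptide (50 nM) from the Tsg101 binding domain (10 uM), following a 20 min room-temperature incubation at pH 7.5.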
a7 integrin act: integrin-mediated muscular dystrophy alleviation activation. alpha7betagal myoblasts, beta-gal FDG fluorescence, 48 h. Potency, µM (doses to about 38.3 µM), without a hit: at the top dose activation, usual class: activators. hit rate 0.064% among 350,000. AID 624291;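 note: potency is the fitted concentration of half-maximal effect; 100% = response of the positive control SU9516; nearly all actives have a fitted effect of over 60% in size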
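Alpha7betagal+/- myoblasts (passage 13) were plated 16-24 hr, then exposed to compounds (1:260 dilution of DMSO stock) for 48 hours at 37C. After MPER lysis, β-galactosidase reporter activity was read as FDG fluorescence (ex 480/em 540) after 30 minutes.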
Coupling enz: counter-screen for Giardia aldolase inhibitors: coupling enzyme system | activity change, negative = inhibition, % at 58.2 µM, hits read low | hit rate 0.67% among 290,000 | coupling enzyme system counterscreen, AmpLite Red fluorescence; in the data active = activity change below about -30%; note: % is set by controls: 0 for no effect and ±100 for the full control effect
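Activity here indicates interference with the coupling reaction, not aldolase inhibition. Compounds at 57.5 uM final met coupling enzymes for 10 min at RT; substrate and AmpLite Red detection followed, with a 525/598 nm fluorescence read after 20 min.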
Tb PFK block: inhibitors of T. brucei phosphofructokinase | hit rate 0.17% among 330,000 | Potency, µM (titrated, usually from 57.5 µM), inactives show at the highest dose activity, negative = inhibition, hits mostly inhibitors | O15648 | T. brucei PFK, ADP-Glo luminescence;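 note: potency is the fitted concentration of half-maximal effect; 0% = uninhibited 1x PFK enzyme wells and -100% = no-enzyme wells; nearly all actives have a fitted effect of over 60% in size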
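Luminescent ADP detection (ADP-Glo, two-step: ATP depletion then ADP-to-ATP conversion for luciferase) reported PFK activity after 45 min room-temperature reaction of 1.25 nM enzyme with 0.5 mM F6P and 0.1 mM ATP at pH 8.0.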
B2AR arrestin: agonists driving beta-arrestin recruitment to human beta2-adrenergic receptor. P07550. beta-arrestin recruitment to beta2AR, cell-based reporter. Potency, µM (titrated, usually from 46.1 µM), for the others: top-dose activation, actives largely listed as activators. hit rate 0.02% among 330,000. AID 492947;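 note: potency is the fitted concentration of half-maximal effect; 0% = DMSO controls and full agonism = EC100 isoproterenol or metaproterenol; nearly all actives have a fitted effect of over 65% in size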
Target sequence (P07550 whole entry, looked up): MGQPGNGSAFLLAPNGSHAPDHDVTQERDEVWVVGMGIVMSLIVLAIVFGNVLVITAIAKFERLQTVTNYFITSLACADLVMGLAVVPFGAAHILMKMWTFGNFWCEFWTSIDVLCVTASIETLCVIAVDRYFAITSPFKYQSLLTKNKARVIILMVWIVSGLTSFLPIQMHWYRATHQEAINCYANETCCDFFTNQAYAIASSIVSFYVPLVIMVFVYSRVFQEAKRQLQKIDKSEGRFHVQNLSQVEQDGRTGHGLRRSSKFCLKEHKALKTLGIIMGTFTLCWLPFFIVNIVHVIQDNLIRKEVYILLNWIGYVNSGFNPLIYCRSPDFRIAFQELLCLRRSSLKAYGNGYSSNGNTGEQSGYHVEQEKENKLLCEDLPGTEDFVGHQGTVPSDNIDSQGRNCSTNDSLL
PKM2 activator: activators of human pyruvate kinase M2; P14618; purified PKM2, Kinase-Glo ATP luminescence, activation; response scale: 0% is enzyme alone, no compound; Potency, µM (top dose mostly 57.5 µM), without a hit: at the highest dose activation, usual class: activators; hit rate 0.34% among 260,000; AID 1631; note: potency is the fitted concentration of half-maximal effect; % is set by controls: 0 for no effect and ±100 for the full control effect; nearly all actives have a fitted effect of over 55% in size
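hPK-M2, >95% pure; 0.1 mM ADP / 0.5 mM PEP final; imidazole pH7.2 buffer w/ 7 mM MgCl2, 50 mM KCl; 1 h RT; Kinase-Glo lum. Intermediate enzyme activity for dual inhibitor/activator qHTS.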
Giardia killer: kills Giardia lamblia; Giardia lamblia trophozoite viability; activity change, % at 7.66 µM, hits read low; hit rate 0.15% among 340,000; AID 540267; in the data active = activity change below about -80%; inconclusive = between about -30% and that limit;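 note: parasites exposed to compound for two days anaerobically before the ATP read; % is set by controls: 0 for no effect and ±100 for the full control effect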
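Each well holds 100 Giardia trophozoites and compound. After two days (48 hrs) at 37 deg C in anaerobic conditions, ATP is quantified by luminescence.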
GALK inhibitor: inhibitors of human galactokinase; P51570; Purified GALK, Kinase-Glo residual ATP luminescence; Potency, µM (series often up to 57.5 µM), without a hit: at the top dose activity change, negative = inhibition, most hits filed as inhibitors; hit rate 0.007% among 270,000; note: potency is the fitted concentration of half-maximal effect; % is set by controls: 0 for no effect and ±100 for the full control effect
Target sequence (P51570 whole entry, looked up): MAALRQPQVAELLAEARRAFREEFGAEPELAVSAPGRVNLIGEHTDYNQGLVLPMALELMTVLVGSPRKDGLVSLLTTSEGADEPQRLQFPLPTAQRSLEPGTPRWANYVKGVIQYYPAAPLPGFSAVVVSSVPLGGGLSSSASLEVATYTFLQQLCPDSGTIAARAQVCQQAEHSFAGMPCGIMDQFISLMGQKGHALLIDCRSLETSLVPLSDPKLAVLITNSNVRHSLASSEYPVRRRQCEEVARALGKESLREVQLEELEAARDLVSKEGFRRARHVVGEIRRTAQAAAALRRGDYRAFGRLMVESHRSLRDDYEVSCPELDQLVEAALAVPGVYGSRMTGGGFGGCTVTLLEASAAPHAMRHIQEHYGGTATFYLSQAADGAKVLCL
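The enzyme phosphorylates galactose (100 uM) using ATP (35 uM); inhibition is detected as higher residual ATP, quantified by bioluminescence after 1 h reaction at room temperature, pH 8.0.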
* = called active by the depositor; i = inactive; ? = inconclusive; . = no result given; & = joins results of further samples; [ ] = another dose, or the depositor's remark. Unless noted, calls come from the whole dose curve; as a rule, active = well fitted curve in the direction sought with a large enough effect; inconclusive = small, poorly fitted or top-dose-only effect, or another doubt; inactive = no such curve, though single readings can be large; an effect the other way counts as inactive or inconclusive. Only part of the results is shown. The share of hits here may be higher or lower than overall.

mol	Chronic BCR inh	S-ASM inh	Menin-MLL TR inh	TSG101-PTAP inh	a7 integrin act	Coupling enz	Tb PFK block	B2AR arrestin	PKM2 activator	Giardia killer	GALK inhibitor
CC(Oc1ccc(NC(=O)c2ccco2)cc1)C(=O)N1c2ccccc2CC1C (stereo unspecified)	-2%	0%	-8%	-6%	-2%	1	2%	-1.1%	-1%	-22	9%
Cc1ccc(CC(=O)Nc2ccc(C(=O)N3CCOCC3)cc2)cc1	3%	2%	.	-3%	7%	.	0%	-0.4%	-6%	15	-5%
Cc1cc(C(=O)N2CCCC(C(=O)c3cccc(C(F)(F)F)c3)C2)n[nH]1 (stereo unspecified)	-1%	0%	?	-10%	-23%	0	1%	-0.7%	.	2	0%
Cc1ccc2c(c1)N(CC(=O)N1CCCCC1)C(=O)CO2	1%	5%	.	-6%	1%	4	1%	0.2%	.	-2	-2%
Cc1onc(C(=O)N2CCN(c3ccccc3)CC2)c1[N+](=O)[O-]	-4%	-3%	.	-8%	-54%[inhibitor]	.	-1%	-0.1%	.	-14	5%
O=C(c1n[nH]c2ccccc12)N1CCN(c2ccc(F)cc2)CC1	0%	0%	-1%	-5%	7%	1	-6%	0.0%	2%	27	4%
C[C@H](NC(=O)c1cc2cc(Cl)ccc2n1C)C(=O)N[C@@H](Cc1ccccc1)C(=O)O	1%	4%	-4%	2%	?	5	-6%	-1.1%	.	10	.
CC(C)Oc1ccc(C(=O)Nc2ccc(N3CCCC3)cc2)cc1	-1%	-3%	-10%	-5%	-19%	-6	-5%	0.0%	2%	-2	0%
Cc1nc(Sc2ccccc2)c(C#N)cc1-c1ccccc1	?	0%	.	-1%	-19%[7.66 µM]	-1	3%	-1.2%	1%	15	-7%
COc1ccccc1NS(=O)(=O)c1ccc(/C=C/C(=O)O)cc1	6%	2%	13%	-3%	-19%	0	2%	0.4%	-3%	-5	-1%
CCCCCCC1CC(=O)NC(=O)N1 (stereo unspecified)	?	-3%	.	2%	?	3	0%	0.6%	3%	8	0%
CN(CCOc1ccccc1)C(=O)c1ccc(N2CCCC2)c([N+](=O)[O-])c1	13%	-4%	?	1%	5%	1	-3%	-0.3%	-5%	-10	5%
COc1ccc(-c2ccc(OC)cc2)cc1	10%	5%	.	0%	-25%	1	-1%	0.1%	.	-23	.
C/C(=N\NC(=S)NCCc1ccccc1)c1ccc(C#N)cc1	0%	-1%	-20%	-4%	-22%	4	-5%	-0.3%	0%	8	2%
O=C(c1nsc(Cl)c1Cl)N1CCCCC1	0%	-3%	-6%	-3%	1%	5	1%	-0.7%	-2%	3	5%
CCOc1ccc(N(CC(=O)NCCc2ccc(F)cc2)S(=O)(=O)c2ccccc2)cc1	5%	-2%	-3%	-3%	22%	3	-1%	-0.3%	-6%	-18	3%
CC1CCCN(C(=O)C2CCN(C(=O)Nc3ccccc3)CC2)C1 (stereo unspecified)	3%	2%	.	-4%	?	.	-4%	0.3%	.	7	.
S=C1NC2(CCCCC2)N=C1c1ccccc1	9%	3%	7%	0%	12%	6	3%	2.8%	0%	-18	2%
CC(C)(C)OC(=O)COc1cc(O)c2c(=O)cc(-c3ccccc3)oc2c1	1%	-11%	16%	3%	-24%	1	1%	-0.2%	-13%	-16	1%
O=C(CSc1nc2c(c(=O)n1-c1ccc(F)cc1)SCC2)N1CCCC1	-4%	0%	?	-1%	1%	4	0%	-0.1%	-2%	33[activator]	0%
NC(=O)NNc1ncc(C(F)(F)F)cc1Cl	7%	4%	-3%	0%	-14%	2	2%	0.0%	.	-4	0%
CC(=O)c1c(C)oc2ccc(N(C(C)=O)S(=O)(=O)c3ccc(F)cc3C)cc12	3%	-1%	.	-2%	17%	.	-2%	0.3%	10%	-11	-3%
O=C(c1ccc2c(c1)OCO2)N1CCN(S(=O)(=O)c2ccc(Cl)cc2)CC1	2%	-2%	?	-2%	0%	3	2%	-0.5%	5%	-4	-2%
COc1ccc(CC(=O)NNS(=O)(=O)c2ccc([N+](=O)[O-])cc2)cc1OC	0%	5%	-11%	-2%	2%	1	1%	0.9%	0%	-8	-1%
COc1ccccc1CC(=O)Nc1ccc(C(=O)N2CCCCC2)cc1	3%	3%	.	.	15%	.	-2%	0.4%	-1%	-15	-3%
C=CCN(CC=C)CCOc1ccccc1[N+](=O)[O-]	-2%	-3%	-10%	-1%	-7%	0	1%	-0.1%	-1%	-1	6%
CCc1[nH]nc(C(=O)N2CCCC(Nc3cccc(F)c3)C2)c1C (stereo unspecified)	-10%	-2%	.	4%	-8%	.	-1%	-0.7%	-2%	13	5%
COc1ccccc1N1CC(C(=O)NCCC2=CCCCC2)CC1=O (stereo unspecified)	3%	1%	.	-3%	18%	.	0%	-0.3%	.	-27	.
COc1cccc(CNC(=O)c2cc3ccccn3n2)c1	?	-2%	-11%	-7%	-13%	-1	-7%	-0.3%	-17%	31[activator]	0%
O=C(CCCN1C(=O)/C(=C\c2cccs2)SC1=S)Nc1cccc(C(=O)O)c1	?	-1%	?	-5%	-7%	10	-1%	-0.1%	-10%	-21	-4%
CC(C(=O)NCc1ccco1)c1ccc([N+](=O)[O-])cc1 (stereo unspecified)	12%	5%	-12%	-1%	16%	3	-30%	0.0%	-2%	6	1%
Cn1c(=O)cc(SCC(=O)NCc2cccnc2)c2ccccc21	?	3%	-3%	-7%	-3%	1	-1%	0.0%	4%	-24	0%
O=S(=O)(/C=C/c1ccccc1)N1CCc2ccccc2C1	?	-3%	?	-2%	17%	1	-4%	0.3%	.	3	1%
O=C(Nc1c2ccccc2nc2ccccc12)C(Cl)(Cl)Cl	1%	i	.	-4%	-34%	-1	0%	0.0%	1%	3	-4%
CC1Cc2ccccc2N1C(=O)CSc1nnnn1C (stereo unspecified)	-12%	4%	0%	-6%	15%	0	-4%	-0.1%	4%	-7	0%
CCOC(=O)C1CCN(C(=O)/C=C/c2ccc3c(c2)OCO3)CC1	.	3%	-21%	1%	17%	1	-2%	-3.7%	4%	-3	5%
CCCC(CCC)=NNC(=O)CN(Cc1ccccc1)S(=O)(=O)c1ccccc1	0%	-1%	-12%	0%	-2%	-3	0%	-0.3%	-2%	1	1%
CCN(CC)CCNC(=O)c1cn(CC)c2ccc(S(=O)(=O)N(C)C)cc2c1=O	-4%	3%	2%	-1%	17%	1	-1%	0.2%	-15%	-9	1%
COCCN(C(=O)COC(=O)/C=C/c1ccc2ccccc2n1)c1c(N)n(Cc2ccccc2)c(=O)[nH]c1=O	?	-3%	?	.	-34%	-1	-3%	-0.3%	7%	-4	-4%
O=C(O)CCC(=O)N1CCc2cc(S(=O)(=O)NCCc3ccc(Cl)cc3)ccc21	-3%	-3%	.	-3%	?	.	-4%	-0.2%	.	8	-3%
CC(=O)NS(=O)(=O)c1ccc(N=NN2CCCCC2)cc1	5%	5%	6%	0%	3%	3	-2%	-0.7%	-1%	-3	2%
Cc1ccc(S(=O)(=O)N2CCCC2c2nc3ccccc3s2)cc1 (stereo unspecified)	9%	-3%	.	-1%	-11%	-3	0%	-0.2%	1%	-7	-1%
Cc1cc2c(ncn2C(C)C)c(N)c1C	-20%	1%	-2%	-7%	6%	-1	-1%	-0.1%	-20%	-13	0%
Cc1cc(N2CCOCC2)nc(N2CCOCC2)n1	?	-3%	9%	0%	-7%	0&2	2%&0%	0.0%&-0.1%	-1%&-2%	10	1%&0%
Cc1noc(C)c1C(=O)OCC(=O)NCCc1ccc(Cl)cc1	-1%	-1%	10%	-6%	6%	-2	-3%	0.0%	-13%	-10	3%
COc1ccc(NC(=O)COc2ccc3oc(=O)cc(C)c3c2)cc1	-9%	-2%	.	-2%	-11%	-2	-2%	-0.1%	-3%	-4	5%
COc1ccc(/C=N/NC(=O)CSCC(=O)Nc2ccccc2)cc1OC	-21%	0%	2%	.	-9%	6	-3%	0.0%	1%	-4	2%
COc1ccc2c(c1)[nH]c1c(=O)n(/N=C/C3C(C)C=C(C)CC3C)c(=O)[nH]c12 (stereo unspecified)	-9%	7%	7%	-3%	-28%	0	-1%	-0.2%	1%	1	-1%
Cc1ccc(C)n1C1CCS(=O)(=O)C1 (stereo unspecified)	-2%	8%	2%	-1%	-42%	-1	-4%	-0.3%	-2%	?	5%
